High-throughput results: PubChem BioAssay, several laboratories
sEH inhibitor = soluble epoxide hydrolase inhibitors, primary screen, biochemical, human sEH | AID 707, 2007 | Bifunctional epoxide hydrolase 2 (Homo sapiens), P34913 | 0.34% of 91,000 active | recombinant human sEH enzymatic activity assay | inhibition, % at 2 µM; in the data active = inhibition above about 80%; also: values of inactives mirror those of a sister screen read the other way; many of its hits are not listed in these tables
Target sequence (P34913 whole entry, looked up): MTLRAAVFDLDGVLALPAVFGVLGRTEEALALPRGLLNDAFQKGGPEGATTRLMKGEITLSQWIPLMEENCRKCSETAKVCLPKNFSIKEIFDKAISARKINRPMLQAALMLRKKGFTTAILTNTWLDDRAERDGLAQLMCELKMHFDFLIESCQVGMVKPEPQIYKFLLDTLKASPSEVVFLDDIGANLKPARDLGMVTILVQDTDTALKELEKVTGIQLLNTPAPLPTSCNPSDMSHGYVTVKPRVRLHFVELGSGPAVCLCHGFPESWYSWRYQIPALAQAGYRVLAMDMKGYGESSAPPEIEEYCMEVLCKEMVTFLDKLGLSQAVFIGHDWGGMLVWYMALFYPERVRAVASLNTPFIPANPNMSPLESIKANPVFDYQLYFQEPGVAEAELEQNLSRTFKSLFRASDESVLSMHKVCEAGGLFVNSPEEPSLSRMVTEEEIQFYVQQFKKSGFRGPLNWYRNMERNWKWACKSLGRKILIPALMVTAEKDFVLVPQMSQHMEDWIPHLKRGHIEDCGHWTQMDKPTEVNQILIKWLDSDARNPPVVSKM
cytoskel mod = modifiers of F-actin cytoskeleton organization, primary screen, imaging, HUVEC, phalloidin staining, high-content imaging; AID 836, 2007; HUVEC TNFa F-actin phalloidin imaging; 0.18% of 91,000 active; inhibition, % at 2 µM;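 active = inhibition above the batch mean plus 3 SD and confirmed as a hit by visual image inspection, cut at about 30% in these data, passing the limit was not always enough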; also: strong numbers were not always called active
Smad3 FoxH1 inh = Smad3/FoxH1 peptide binding inhibitors, primary screen, biochemical, TR-FRET | 0.29% of 88,000 active | TR-FRET Smad3/Dy647-FoxH1 peptide binding, europium anti-His | inhibition, % at 25 µM | AID 630, 2007 | Mothers against decapentaplegic homolog 3 (Homo sapiens), P84022;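 active = compounds that reduce the energy-transfer binding signal between the protein and its labelled peptide by more than half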;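 also: 0% = Smad3 plus labelled peptide maximal FRET and 100% = peptide-only background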
VCAM1 TNFa inh = inhibitors of TNFa-induced VCAM1 expression, primary screen, imaging, HUVEC, TNFa stimulus, immunofluorescence. HUVEC TNFa-induced VCAM-1 immunofluorescence, high-content imaging. inhibition, % at 2 µM. 0.48% of 95,000 active;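 active = inhibition above the batch mean plus 3 SD, with images confirmed as a hit by eye, cut at about 37% in these data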;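 also: 0% = TNF-stimulated DMSO wells and 100% = unstimulated control wells; not every result past the cut was called active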
IL1B cytotox = cytotoxicity in IL-1B stimulated HUVEC, primary screen, cytotoxicity control for IL-1B NFkB translocation project, imaging, Hoechst nuclear count, IL-1B stimulus. AID 845, 2007. 0.41% of 94,000 active. cell count reduction, % at 2 µM. HUVEC cell count loss;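 active = cell count reduction more than 3 SD above the screen-wide mean, cut at about 70% in these data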;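 also: normalized per plate to untreated control cells as the no-loss baseline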
TNFa cytotox = cytotoxicity in TNFa-stimulated HUVEC, primary screen, cytotoxicity control for VCAM1 expression modulator project, imaging, Hoechst nuclei count. 0.17% of 93,000 active. cell count reduction, % at 2 µM. HUVEC TNFalpha-stimulated, Hoechst cell count;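 active = cell count reduction exceeding the screen mean by over 5 SD, scaled to untreated wells per plate, cut at about 78% in these data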;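 also: cells counted after 24 h of TNF alpha exposure following the 1 h pretreatment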
Candida biofilm = clotrimazole potentiators killing Candida biofilms, primary screen, with clotrimazole, Alamar Blue; C. albicans biofilm + clotrimazole; inhibition, % at 6 µM; 0.14% of 85,000 active;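 active = inhibition above 20%; inactive = inhibition below 20%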;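 also: preformed 24 hr biofilms exposed to compound for 48 hr; 0% = biofilm without compound and 100% = blank killed by clotrimazole plus chlorhexidine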
ERb coact inh = inhibitors of ERβ-SRC1 coactivator interaction, primary screen, biochemical, TR-FRET, ERβ LBD, SRC-1 peptide; Estrogen receptor beta (Homo sapiens), Q92731; TR-FRET ER-beta LBD / SRC1-Cy5 peptide binding; receptor agonist-loaded with 1 µM estradiol; inhibition, % at 25.6 µM; 1.3% of 86,000 active; AID 633, 2007;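 active = compounds whose percent inhibition of the receptor-coactivator binding signal exceeds about 50% in the single-dose screen, limit read from the data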;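 also: 0% = receptor plus peptide wells without compound and 100% = peptide-only wells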
Target sequence (Q92731 whole entry, looked up, the tested form may be a part): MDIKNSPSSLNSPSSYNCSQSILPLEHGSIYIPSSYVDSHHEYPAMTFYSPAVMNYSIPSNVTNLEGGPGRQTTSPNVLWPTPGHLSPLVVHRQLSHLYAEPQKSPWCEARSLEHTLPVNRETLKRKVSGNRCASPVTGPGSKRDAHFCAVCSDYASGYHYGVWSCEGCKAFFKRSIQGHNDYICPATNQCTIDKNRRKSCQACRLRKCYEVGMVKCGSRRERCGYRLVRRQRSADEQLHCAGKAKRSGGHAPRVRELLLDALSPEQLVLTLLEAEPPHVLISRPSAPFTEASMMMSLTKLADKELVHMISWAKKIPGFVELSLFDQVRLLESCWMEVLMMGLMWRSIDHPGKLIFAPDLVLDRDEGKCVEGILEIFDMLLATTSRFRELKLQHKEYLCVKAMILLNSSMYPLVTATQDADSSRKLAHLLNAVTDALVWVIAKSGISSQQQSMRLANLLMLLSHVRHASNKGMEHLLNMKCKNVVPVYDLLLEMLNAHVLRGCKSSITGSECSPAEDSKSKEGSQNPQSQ
sEH act = soluble epoxide hydrolase activators, primary screen, biochemical, human sEH; Bifunctional epoxide hydrolase 2 (Homo sapiens), P34913; purified human sEH enzymatic activity, activator screen; activation, % at 2 µM; 0.04% of 91,000 active; AID 717, 2007; in the data active = activation above about 37%; also: values of inactives mirror those of a sister screen read the other way
Active calls of the source: *; . = not tested or not shown; [ ] = another dose, or the depositor's remark. This is a subset; rates above refer to the full screens.

SMILES	sEH inhibitor	cytoskel mod	Smad3 FoxH1 inh	VCAM1 TNFa inh	IL1B cytotox	TNFa cytotox	Candida biofilm	ERb coact inh	sEH act
O=C(CSCCO)Nc1nccs1	-18	-2	5	-10	-12	4	7	1	15
COc1cc(C(=O)N2CCN(C/C=C/c3ccccc3)CC2)cc(OC)c1C	-13	-4	.	-10	1	-9	.	.	12
CCN(CC)C(=O)CN(c1cc2c(cc1OC)oc1ccccc12)S(=O)(=O)c1ccccc1	5	19	.	4	-8	-12	.	.	-4
CN(C)S(=O)(=O)N1CCc2ccccc21	-4	7	-4	12	-33	-19	3	3	7
CCC(=O)Nc1cc(Cl)ccc1N1CCN(C(=O)CC)CC1	-5	-13	2	15	-56	-5	9	1	6
COc1cccc2cc(C(=O)CC3(O)C(=O)N(Cc4ccccc4)c4ccccc43)c(=O)oc12 (stereo unspecified)	-18	-3	.	12	16	-15	.	.	17
Cc1ccc(-c2csc(N(Cc3ccccc3)C(=O)COc3ccccc3)n2)cc1	3	-5	.	-8	12	-4	.	.	-2
CCCC(=O)Nc1ccc(OCC(=O)OC)cc1	13	10	3	4	.	-32	10	-10	-12
Cn1nc(C(F)(F)F)c(/C=N/OC(=O)c2ccccc2)c1SCc1ccccc1Cl	-5	-4	.	-4	10	3	.	.	6
O=S(=O)(Nc1cccnc1Cl)c1ccc2c(c1)OCCO2	.	4	8	18	0	-11	7	3[fluorescence artefact?]	.

Four of these compounds, set out differently.
> CN(C)S(=O)(=O)N1CCc2ccccc21
  sEH inhibitor: -4	cytoskel mod: 7	Smad3 FoxH1 inh: -4	VCAM1 TNFa inh: 12	IL1B cytotox: -33	TNFa cytotox: -19	Candida biofilm: 3	ERb coact inh: 3	sEH act: 7

> CCC(=O)Nc1cc(Cl)ccc1N1CCN(C(=O)CC)CC1
  sEH inhibitor: -5	cytoskel mod: -13	Smad3 FoxH1 inh: 2	VCAM1 TNFa inh: 15	IL1B cytotox: -56	TNFa cytotox: -5	Candida biofilm: 9	ERb coact inh: 1	sEH act: 6

> COc1cccc2cc(C(=O)CC3(O)C(=O)N(Cc4ccccc4)c4ccccc43)c(=O)oc12 (stereo unspecified)
  sEH inhibitor: -18	cytoskel mod: -3	Smad3 FoxH1 inh: .	VCAM1 TNFa inh: 12	IL1B cytotox: 16	TNFa cytotox: -15	Candida biofilm: .	ERb coact inh: .	sEH act: 17

> Cc1ccc(-c2csc(N(Cc3ccccc3)C(=O)COc3ccccc3)n2)cc1
  sEH inhibitor: 3	cytoskel mod: -5	Smad3 FoxH1 inh: .	VCAM1 TNFa inh: -8	IL1B cytotox: 12	TNFa cytotox: -4	Candida biofilm: .	ERb coact inh: .	sEH act: -2

(cont.)
SMILES	sEH inhibitor	cytoskel mod	Smad3 FoxH1 inh	VCAM1 TNFa inh	IL1B cytotox	TNFa cytotox	Candida biofilm	ERb coact inh	sEH act
O=C(c1ccncc1)c1ccc(N2CCN(C3CC(=O)N(Cc4ccccc4)C3=O)CC2)cc1 (stereo unspecified)	8	6	3	23	-18	-6	5	1	-6
CN(C)c1ccc(NC(=S)N(CCc2ccccc2)C2CC(=O)N(c3c(Cl)cccc3Cl)C2=O)cc1 (stereo unspecified)	8	16	.	7	25	-6	.	.	-5
CNc1nc(SC)nc(N(C#N)CC(=O)OC)n1	2	15	0	20	-27	-58	-1	-8	-2
CSc1ncc2c(n1)-c1cc(C)ccc1SC2	-29	.	-3	-14	0	14	-1	38[fluorescence artefact?]	25
CCSc1ccccc1C(=O)NCCCn1ccnc1	-11	.	10	.	3	.	2	-7	10
CC(C)CCNC(=S)NC1CCCC1	-2	.	.	5	-10	5	.	.	-1
O=C(Nc1ccccc1OC(F)F)c1ccc(Br)o1	1	-12	-9	22	-29	-12	2	-15	1
Cc1ccccc1Cn1c2ccccc2c2cn[nH]c(=O)c21	-12	8	.	4	48	-2	.	.	13
Cc1nccn1CCCN1C(=O)OC2(CCCCC2)C1(C)O (stereo unspecified)	9	0	-4	25	-25	3	9	6	-6
CCOC(=O)C(C(=O)OCC)C1N=C(N)N=C2Oc3ccccc3N21 (stereo unspecified)	-2	7	4	0	6	8	-2	5	1
CCc1nnc(NC(=O)CN2CCOCC2)s1	-8	-3	-1	-85	-30	-32	.	0	10
O=C(CCc1ccccc1)NNC(=O)C1CCCCC1	0	-46	.	2	-38	14	.	.	2
Cc1cc2c(n1-c1ccc(Cl)cc1)CC(C)(C)CC2=O	11	-3	-2	-22	4	-4	9	-12	-11
COC(=O)c1ccccc1NC(=O)c1ccccc1SC	-4	12	2	-1	-5	-36	-2	-9	5
CC(=O)c1cccc(NC(=O)c2ccc(N(C)S(C)(=O)=O)cc2)c1	-2	0	1	-24	5	-6	3	35	2
OCCN(Cc1ccccc1)Cc1ccc(F)c(F)c1	5	21	8	11	-76	-35	0	4[fluorescence artefact?]	-4
COc1ccc(N(C(=O)c2ccccc2OC)C2C=CS(=O)(=O)C2)c(OC)c1 (stereo unspecified)	4	1	.	11	-11	-4	.	.	-1
Cc1cccc(C(=O)/C=C2/c3ccccc3CC(C)(C)N2C)c1	-12	-11	.	15	-8	-15	.	.	9
Cc1ccc(C(=O)NC2CCCc3ccccc32)o1 (stereo unspecified)	13	-29	-7	-6	4	19	-11	-2	-14
CNC(=O)NC(=S)NC(=O)c1ccc(OC)cc1	4	17	.	-1	1	-34	.	.	-5
Cc1cc(C)nc(SCC(=O)Nc2ccccc2[N+](=O)[O-])n1	5	-20	.	9	-40	-1	.	.	-4
N=C1C(c2nc3ccccc3s2)=C(O)CN1Cc1ccco1	0	-8	7	96*	-12	-5	7	2	4
CCOC(=O)N1CCN(C(=O)c2ccc(-n3c(=S)[nH]c4ccccc4c3=O)cc2)CC1	4	0	19[fluorescence artefact?]	-19	-32	5	6	1	-2
COc1ccc(NC(=S)NNC(=O)c2ccccc2OC(F)F)cc1	13	13	.	18	-3	-23	.	.	-12
COc1ccc(CCNC(=O)c2ccc3c(=O)n(Cc4ccco4)c(=S)[nH]c3c2)cc1OC	51	-1	-2	3	6	-5	6	40[fluorescence artefact?]	-51
CCc1ccc(OCCNC(=O)c2cc(SC)ccc2Cl)cc1	-16	-21	.	-16	-48	-22	.	.	14
Cc1noc(C)c1CSc1nnc2c(C)cc3ccccc3n12	-12	-27	-8	-2	20	2	0	2	10
C(=C\c1nc2ccccc2[nH]1)/c1ccccc1	18	8	.	3	-8	-15	.	.	-16
Cc1ccc([N+](=O)[O-])cc1N=Cc1ccc(Br)s1	-13	3	.	-20	11	-25	.	.	12
CCOc1ccc(NC(=O)CSc2nc3cccnc3n2CC)cc1	20	-11	-2	10	-6	4	5	23[fluorescence artefact?]	-21

Five of the entries above in order of their number in cytoskel mod, rising.
smiles | sEH inhibitor | cytoskel mod | Smad3 FoxH1 inh | VCAM1 TNFa inh | ERb coact inh | sEH act
Cc1noc(C)c1CSc1nnc2c(C)cc3ccccc3n12 | -12 | -27 | -8 | -2 | 2 | 10
CCc1ccc(OCCNC(=O)c2cc(SC)ccc2Cl)cc1 | -16 | -21 | . | -16 | . | 14
N=C1C(c2nc3ccccc3s2)=C(O)CN1Cc1ccco1 | 0 | -8 | 7 | 96* | 2 | 4
COc1ccc(CCNC(=O)c2ccc3c(=O)n(Cc4ccco4)c(=S)[nH]c3c2)cc1OC | 51 | -1 | -2 | 3 | 40[fluorescence artefact?] | -51
C(=C\c1nc2ccccc2[nH]1)/c1ccccc1 | 18 | 8 | . | 3 | . | -16

The list goes on:
SMILES	sEH inhibitor	cytoskel mod	Smad3 FoxH1 inh	VCAM1 TNFa inh	IL1B cytotox	TNFa cytotox	Candida biofilm	ERb coact inh	sEH act
CCN(CC)c1ccc(C2C3CCCCC3(O)CCN2CC(=O)Nc2ccccc2)cc1 (stereo unspecified)	6	11	7	0	-9	-13	4	-3	-6
Cc1c(Br)cc(C(=O)N2CCN(CCO)CC2)c(C)c1C	-4	-3	5	17	-16	-12	8	-24[fluorescence artefact?]	7
O=C1CC(N2CCN(Cc3ccc4c(c3)OCO4)CC2)C(=O)N1c1ccccc1 (stereo unspecified)	4	-3	-2	61*	14	26	2	-2	-2
Cc1nnc(SCC(=O)N2CCOCC2)s1	-12	-4	7	3	12	-5	2	3	9
COC(=O)C1=C(C)C(c2cccs2)NC(=O)N1C (stereo unspecified)	-12	-18	5	-29	-13	.	-6	8	10
O=C(CSc1nc2ccccc2n1CC(=O)N1CCCC1)N1CCN(C(=O)c2ccco2)CC1	-21	-3	.	15	-8	-16	.	.	19
O=S(=O)(Nc1nc2ccccc2nc1NCc1ccco1)c1cccs1	-4	12	-8	11	-6	-27	6	12[fluorescence artefact?]	3
CC(=O)Nc1nc2c(c3c1c(=O)oc1ccccc13)CC(C)CC2 (stereo unspecified)	-4	-4	38[fluorescence artefact?]	-1	-9	-5	1	8[fluorescence artefact?]	4
COC(=O)c1sccc1NC(=O)c1cccc(OC)c1	0	7	-2	-4	-42	-26	0	-3	-1
Cc1ccc(/C(O)=C2/C(=O)C(=O)N(Cc3cccnc3)C2c2ccccn2)cc1 (stereo unspecified)	-1	3	-7	15	-132	-2	-4	8[fluorescence artefact?]	2
COc1cccc(C(=O)Oc2cc(N)n(S(=O)(=O)c3ccc(C)cc3)n2)c1OC	-10	5	2	-4	-4	-14	4	28	8
Cc1ccccc1C(=O)Nc1cccc(-c2nnc(SCC(=O)O)n2C)c1	7	12	5[fluorescence artefact?]	8	9	-33	8	-3	-6
O=C(Nc1ccc2nccnc2c1)c1cnccn1	2	7	-1	13	-21	-13	6	1	0
CC(=O)c1c(N2CCOCC2)nc(=S)n(Cc2ccccc2)c1C	-15	.	10	0	-19	-19	6	-5	17
O=C(O)CN1C(=O)c2ccc(Oc3cccc4c3C(=O)N(CC(=O)O)C4=O)cc2C1=O	1	0	-9	-6	-40	-15	4	18	1
CCCCCC(=O)Nc1ccc(S(=O)(=O)Nc2nccnc2OC)cc1	5	27	.	16	8	34	.	.	-7
CCOC(=O)CN1C(=O)C(Sc2n[nH]c(-c3ccccc3)n2)CCc2ccccc21 (stereo unspecified)	1	4	.	-11	2	-2	.	.	0
CCOC(=O)c1ccccc1N/C=C1\CCCCC1=O	6	24	2	16	-15	12	4	-5	-4
c1ccc(Cn2nnnc2CN2CCN(Cc3ccc4c(c3)OCO4)CC2)cc1	8	-60	8	5	4	11	8	0	-6
Cc1c(C)c2cc(Cl)c(O)c(CN3CCCC(C)C3)c2oc1=O (stereo unspecified)	-6	-7	14	12	-16	-7	8	-6	7
O=C(OCc1c(F)cccc1Cl)c1cnccn1	1	.	2	.	-10	.	-1	1	-2
